cytoskel mod: modifiers of cytoskeleton assembly | 91,000 compounds, 0.18% hits | AID 836 | HUVEC TNFa F-actin phalloidin imaging, high content | inhibition, % at 2 µM;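 active = inhibition above the batch mean plus 3 SD and confirmed as a hit by visual image inspection, cut at about 30% in these data, passing the limit was not always enough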; note: strong numbers were not always called active
PLK1 inh: PLK1 (human) kinase inhibition | 97,000 compounds, 0.53% hits | P53350 | recombinant PLK1 kinase, TR-FRET peptide phosphorylation | inhibition, % at 10 µM;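 active = inhibition of 50% or more in the single-concentration screen; inactive = inhibition below 50%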;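 note: 0% = DMSO max control and 100% = H-89 dihydrochloride min control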
E coli WT exp: blocks growth of wild type E. coli BW25113; growth inhibition, % at 100 µM; OD600 absorbance; 98,000 compounds, 0.15% hits;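 active = growth inhibition above about 50% at one test dose, limit read from the data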;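 note: growth measured after 20 h incubation at 37 °C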
HUVEC tox IL1B: toxic to HUVEC cells under IL-1B stimulation | HUVEC cell count loss, Hoechst imaging, IL-1B stimulated | cell count reduction, % at 2 µM | 94,000 compounds, 0.41% hits;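 active = cell count reduction more than 3 SD above the screen-wide mean, cut at about 70% in these data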;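 note: normalized per plate to untreated control cells as the no-loss baseline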
HUVEC tox TNFa: toxic to HUVEC cells under TNF alpha stimulation. cell count reduction, % at 2 µM. HUVEC TNFalpha-stimulated, Hoechst cell count, imaging. 93,000 compounds, 0.17% hits;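 active = cell count reduction exceeding the screen mean by over 5 SD, scaled to untreated wells per plate, cut at about 78% in these data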;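 note: cells counted after 24 h of TNF alpha exposure following the 1 h pretreatment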
hDAT+cocaine: human DAT dopamine uptake with cocaine, either direction | Q01959 | LLC-PK1 hDAT cells, [14C]-dopamine uptake with cocaine IC80; actives deviate in either direction | B-score at 10 µM | 110,000 compounds, 1.3% hits | AID 449768;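 active = Z score or B-score, a plate-position-corrected score, falls beyond the plate's 99.7% confidence bounds, in either direction; inactive = both scores lie inside the 99.7% bounds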;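 note: scored against the spread of the other compound wells on the same plate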
Plk1 PBD FP: Plk1 (human) PBD binding inhibition; P53350; Plk1 PBD phosphopeptide binding, fluorescence polarization; inhibition, %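 (tested at about 20 µM)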; 97,000 compounds, 0.13% hits; AID 693; in the data active = inhibition above about 34%, passing the limit was not always enough
VCAM1 TNFa inh: reduces TNF alpha induced VCAM1 expression in HUVEC | AID 802 | 95,000 compounds, 0.48% hits | inhibition, % at 2 µM | HUVEC TNFa-induced VCAM-1 immunofluorescence, high-content imaging;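 active = inhibition above the batch mean plus 3 SD, with images confirmed as a hit by eye, cut at about 37% in these data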;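 note: 0% = TNF-stimulated DMSO wells and 100% = unstimulated control wells; not every result past the cut was called active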
sEH inhibitor: soluble epoxide hydrolase (human) inhibition. inhibition, % at 2 µM. 91,000 compounds, 0.34% hits. recombinant human sEH enzymatic activity assay; in the data active = inhibition above about 80%; note: values of inactives mirror those of a sister screen read the other way; many of its hits are not listed in these tables
Target sequence (P34913 whole entry, looked up): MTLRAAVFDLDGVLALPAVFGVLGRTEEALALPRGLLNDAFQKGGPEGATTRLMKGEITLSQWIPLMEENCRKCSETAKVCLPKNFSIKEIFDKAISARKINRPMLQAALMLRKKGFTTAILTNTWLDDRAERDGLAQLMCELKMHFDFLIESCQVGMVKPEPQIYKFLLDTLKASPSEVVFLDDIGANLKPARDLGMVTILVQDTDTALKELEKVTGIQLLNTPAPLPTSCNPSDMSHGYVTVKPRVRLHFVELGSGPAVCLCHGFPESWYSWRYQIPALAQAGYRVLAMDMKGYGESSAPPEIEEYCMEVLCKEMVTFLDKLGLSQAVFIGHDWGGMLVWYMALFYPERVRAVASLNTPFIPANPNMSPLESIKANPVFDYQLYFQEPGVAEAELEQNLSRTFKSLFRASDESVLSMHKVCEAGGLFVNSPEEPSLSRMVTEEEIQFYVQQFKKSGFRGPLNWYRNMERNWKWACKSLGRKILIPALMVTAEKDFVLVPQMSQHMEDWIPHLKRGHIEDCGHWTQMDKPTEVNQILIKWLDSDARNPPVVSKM
Active calls of the source: *; / = not tested or not shown; & = joins results of further samples.

1. Cc1ccc(-c2cc(C(=O)NC3=NCCS3)c3cc(Br)ccc3n2)o1
2. Cc1ccc(CNC(=O)CSc2nc(N3CCCCC3)nc(N3CCCCC3)n2)cc1
3. Cc1ccccc1NCc1ccccc1O
4. COc1ccccc1N1CCN(C(=O)CCNS(=O)(=O)c2ccc(Br)s2)CC1
5. O=C(NC1CCN(Cc2ccccc2)CC1)c1cc(-c2ccccn2)nc2ccccc12
6. CCn1c(C(C#N)/C(=N\S(=O)(=O)c2cccs2)c2ccccc2)nc2ccccc21 (stereo unspecified)
7. O=C(NNC(=O)c1cc(OCC(F)(F)F)ccc1OCC(F)(F)F)c1cccc(C(F)(F)F)c1
8. CCCC(C)NC(=O)/C=C/c1cccc([N+](=O)[O-])c1 (stereo unspecified)

Screen / compound no.	1	2	3	4	5	6	7	8
hDAT+cocaine	0.0038	0.58	0.3	-3.9*	0.016	-0.55	-0.53	0.49
PLK1 inh	-15	-18	-10	-6	-12	1	-11	-4
sEH inhibitor	3	8	/	-16	-2	-5	/	-9
HUVEC tox IL1B	21	-3	-16	-55	-79	-42	/	14
E coli WT exp	-8	-15	7	-6	5	-7	-2	1
VCAM1 TNFa inh	0	26	20	-23	-11	-7	/	4
HUVEC tox TNFa	10	41	-4	-41	-6	-5	/	-15
cytoskel mod	-7	8	8	/	2	9	/	-38
Plk1 PBD FP	2	8	7	7	-32	-8	-25	26

9. Cc1noc(C)c1COC(=O)CCc1nc2ccccc2c(=O)[nH]1
10. Cc1ccc(S(=O)(=O)NCCCNC(=O)c2ccccc2)cc1
11. O=C(c1ccccc1)c1ccccc1C(=O)N1CCOCC1
12. C1=CN2CCC1C(c1ccccc1)C2 (stereo unspecified)
13. Cc1noc(N)c1C(=O)Nc1ccc(C(C)(C)C)cc1
14. CCOc1c2ccc(C(=O)NCc3ccc4c(c3)OCO4)cc2nn1C
15. CCn1nnnc1SCC(=O)NCc1cccs1
16. Cc1cc(C)nc(N2CCC(C(=O)NC3CCCc4ccccc43)CC2)n1 (stereo unspecified)

Screen / compound no.	9	10	11	12	13	14	15	16
hDAT+cocaine	-0.42	-0.041	0.56	-0.89	-0.16	0.0018	-1.1	-0.39
PLK1 inh	-9	-8	-9	-5	-8	-13	3	4
sEH inhibitor	-4	9	1	-14	-29	-10	8	42
HUVEC tox IL1B	-34	-12	9	22	-6	6	2	-1
E coli WT exp	-6	6	-1	7	-3	0	-1	-9
VCAM1 TNFa inh	0	-2	-8	-1	-12	-1	5	-12
HUVEC tox TNFa	0	6	9	3	4	-9	-15	-33
cytoskel mod	-20	-6	-7	5	-3	3	10	6
Plk1 PBD FP	0	-19	-6	6	0	-28	-13	14

17. CCc1nc(SCC(N)=O)c2c(=O)n(C)c(=O)n(C)c2n1
18. O=[N+]([O-])c1cc(Br)c(O)c(/C=N/Nc2nnnn2-c2cccc3ccccc23)c1
19. CCCCn1nnc(NC(=O)COc2cc(C)ccc2C(C)C)n1
20. Cc1cccc(N(C2C=CS(=O)(=O)C2)S(=O)(=O)c2ccccc2)c1 (stereo unspecified)
21. CCS(=O)(=O)N1CCC(C(=O)NCc2ccccc2OC)CC1
22. COc1cc(NS(=O)(=O)c2ccc(F)cc2)c(C(=O)O)cc1OC
23. O=C(CSCCO)Nc1ccccc1
24. NC(=O)C1(N2CCCCC2)CCN(C(=O)c2ccc(C#CC3(O)CCCCC3)cc2)CC1

Screen / compound no.	17	18	19	20	21	22	23	24
hDAT+cocaine	0.042	-1.8	0.65	-1.6	-1.1	-0.5	-0.79	-0.33
PLK1 inh	-4	-6	-16	-15	-5	2	-16	-4
sEH inhibitor	3	-7	36	7	11	0	5	5
HUVEC tox IL1B	-15	7	-12	47	-88	-45	-109	32
E coli WT exp	3	19	-7	6	5	6	9	5
VCAM1 TNFa inh	6	-5	18	9	12	0	-12	10
HUVEC tox TNFa	-11	-8	30	-5	-6	-5	-4	-12
cytoskel mod	-13	-9	-80	-9	11	-56	0	2
Plk1 PBD FP	-2	0	-3	-3	-21	-6	-31	-28

8 compounds from above, arranged by SMILES length, rising:
23. O=C(CSCCO)Nc1ccccc1
15. CCn1nnnc1SCC(=O)NCc1cccs1
19. CCCCn1nnc(NC(=O)COc2cc(C)ccc2C(C)C)n1
21. CCS(=O)(=O)N1CCC(C(=O)NCc2ccccc2OC)CC1
17. CCc1nc(SCC(N)=O)c2c(=O)n(C)c(=O)n(C)c2n1
16. Cc1cc(C)nc(N2CCC(C(=O)NC3CCCc4ccccc43)CC2)n1 (stereo unspecified)
24. NC(=O)C1(N2CCCCC2)CCN(C(=O)c2ccc(C#CC3(O)CCCCC3)cc2)CC1
18. O=[N+]([O-])c1cc(Br)c(O)c(/C=N/Nc2nnnn2-c2cccc3ccccc23)c1

Screen / compound no.	23	15	19	21	17	16	24	18
hDAT+cocaine	-0.79	-1.1	0.65	-1.1	0.042	-0.39	-0.33	-1.8
PLK1 inh	-16	3	-16	-5	-4	4	-4	-6
sEH inhibitor	5	8	36	11	3	42	5	-7
HUVEC tox IL1B	-109	2	-12	-88	-15	-1	32	7
E coli WT exp	9	-1	-7	5	3	-9	5	19
VCAM1 TNFa inh	-12	5	18	12	6	-12	10	-5
HUVEC tox TNFa	-4	-15	30	-6	-11	-33	-12	-8
cytoskel mod	0	10	-80	11	-13	6	2	-9
Plk1 PBD FP	-31	-13	-3	-21	-2	14	-28	0

Remaining list, next part
25. COc1ccc(NC(=O)CCNC(=O)Cn2ccc3ccccc3c2=O)c(OC)c1
26. O=C(NC1CCCC1)C1CCCN1C(=O)Nc1ccc(Cl)cc1 (stereo unspecified)
27. CCOC(=O)N1CCC(NC(=O)Cn2cccc2C(=O)c2ccccc2)CC1
28. CC(C)C(=O)NC(NCC1CCCO1)C(Cl)(Cl)Cl (stereo unspecified)
29. COc1cccc(N2CCN(C(=O)c3ccc(N4C(=O)NC5CC4(C)Oc4ccccc45)cc3)CC2)c1 (stereo unspecified)
30. O=c1nc(N2CCOCC2)nc2n1CCO2
31. CCCN(CCC)CCNC(=O)C1c2ccccc2C(=O)N(CCOC)C1c1ccc(F)cc1 (stereo unspecified)
32. COc1ccc(NC(=O)N2CCCC(c3nc(-c4ccc(C(C)C)cc4)no3)C2)cc1 (stereo unspecified)

Screen / compound no.	25	26	27	28	29	30	31	32
hDAT+cocaine	0.92	-0.45	-0.029	-2.2	/	-0.3	-0.31	1.3
PLK1 inh	-10	-11	-12	-2	-9	-11	-1	-16
sEH inhibitor	-5	12	20	2	3	-13	3	92*
HUVEC tox IL1B	0	25	2	-7	10	-50	0	8
E coli WT exp	-1	-1	-12	-7	7	6	0	-10
VCAM1 TNFa inh	10	21	6	18	27	-6	-8	5
HUVEC tox TNFa	8	-8	-11	-6	48	-7	8	-9
cytoskel mod	-10	6	-36	0	-35	3	-20	12
Plk1 PBD FP	21	19	5	8	3	7	6	15

33. COCCn1nnnc1C(c1cc2ccc(OC)cc2[nH]c1=O)N1CCc2ccccc2C1 (stereo unspecified)
34. CC(=O)NC12CC3CC(C1)CC(C(=O)OCC(=O)NC(=O)c1cccn1C)(C3)C2
35. CCNC(=O)c1c(NC(C)=O)sc2c1CCCC2
36. O=C(CSCC(=O)OCC(=O)c1ccc(Br)cc1)Nc1cccc2ccccc12
37. Oc1c(C=NCc2ccc(F)cc2)[nH]c2ccc(Br)c(Cl)c12
38. CCSc1nc(O)c(C2OC(=O)c3c2ccc(OC)c3OC)c(=O)n1CC (stereo unspecified)
39. COc1ccc(-c2cc(C(=O)N(C)Cc3ccccc3)no2)cc1OC
40. Cc1cnc(C)c(N2CCC(C(=O)NCc3ccco3)CC2)n1

Screen / compound no.	33	34	35	36	37	38	39	40
hDAT+cocaine	-0.12	1.7	-1.3	-0.56	-0.26	0.12	2.1	0.73
PLK1 inh	-6	-4	-7	-10	-7	-2	-6	4
sEH inhibitor	-12	27	-6	8	0	-5	0	17
HUVEC tox IL1B	19	-2	-8	-77	6	-39	-6	-1
E coli WT exp	-3	1	8	-2	18	5	5	-5
VCAM1 TNFa inh	-11	-2	-9	16	-5	-18	7	10
HUVEC tox TNFa	-22	-15	5	-10	5	6	26	-41
cytoskel mod	5	25	15	13	/	-1	-9	/
Plk1 PBD FP	-3	-6	-1	-12	-18	-18	-16	3

41. Cc1cc2ccccc2n1CCNC(=O)c1cccs1
42. COCCNC(=O)c1ccc2c(=O)n(Cc3ccco3)c(SCC(=O)NC3CCCCC3)nc2c1
43. Cc1ccccc1NC(=O)c1ccc2c(c1)C(=O)N(CCC(C)C)C2=O
44. CCNC(=O)O/N=C(\C)c1sc(-c2ccc(Cl)cc2)nc1C
45. CCOC(=O)C1CCN(C(c2cc3c(C)ccc(C)c3[nH]c2=O)c2nnnn2C2CCCCC2)CC1 (stereo unspecified)
46. CC(=O)c1ccc(N2CCCCCC2)c(F)c1
47. COC(=O)c1ccccc1NC(NC(=O)c1ccco1)C(=O)c1ccc(C)cc1 (stereo unspecified)
48. Cc1ccc(CN2C3=NCCCN3c3ccccc32)cc1

Screen / compound no.	41	42	43	44	45	46	47	48
hDAT+cocaine	-0.16	1.4	-0.54	0.011	-0.14&1.8	-0.34	-0.35	0.46
PLK1 inh	-6	-9	-28	-6	-10	3	-12	-4
sEH inhibitor	12	0	14	-3	-5	0	3	2
HUVEC tox IL1B	37	12	-11	4	-29	-8	-6	-1
E coli WT exp	-7	-7	-14	0	-7	-13	-5	11
VCAM1 TNFa inh	10	-9	6	21	-3	10	62*	-6
HUVEC tox TNFa	7	-34	-2	15	-6	-21	86*	-8
cytoskel mod	-2	9	-20	3	55	0	21	-30
Plk1 PBD FP	10	20	1	23	-6	3	20	7

49. CCN(CC)C(=O)CSc1nc2ccccc2o1
50. CCCCN(CCCC)S(=O)(=O)c1ccc(N2CCCC2=O)c([N+](=O)[O-])c1
51. O=[N+]([O-])c1ccc(N2CCOCC2)nc1
52. COC(=O)CC1C(=O)NCCN1C(=O)Nc1ccc(Cl)cc1 (stereo unspecified)
53. COC(=O)c1ccc(OC)c(CSc2nnc(COc3ccc(Cl)cc3)o2)c1
54. CCOc1ccc(-c2nc(C)sc2CC(=O)O)cc1
55. COc1cccc(Nc2c(F)c(OC)c(F)c(F)c2C(=O)O)c1
56. COc1ccccc1C1CC(c2ccc(C)cc2)Nc2ncnn21 (stereo unspecified)

Screen / compound no.	49	50	51	52	53	54	55	56
hDAT+cocaine	0.026	-0.063	-0.82	-0.33	0.62	-0.53	0.035	0.61
PLK1 inh	-17	-10	-11	0	-11	-10	-9	-10
sEH inhibitor	-1	-2	-13	4	-14	-20	-1	-18
HUVEC tox IL1B	-35	-10	-45	-22	-7	6	-12	-33
E coli WT exp	/	/	12	-4	-24	-22	1	2
VCAM1 TNFa inh	15	6	6	-4	16	10	28	2
HUVEC tox TNFa	6	-17	1	-25	-3	-18	-12	10
cytoskel mod	-5	-18	-4	17	-5	-4	-17	-3
Plk1 PBD FP	-20	-13	31	-7	8	-15	-11	28

57. O=C(N1CCN=C1SCc1cccnc1)C12CC3CC(CC(C3)C1)C2
58. COc1cccc(-c2ccc(C#N)c(OC(=O)c3ccc(Cl)cc3)n2)c1
59. CCOc1ccccc1C(=O)N1CCN=C1SCc1cccnc1
60. Cn1cc(C(=O)c2ccc(Cl)cc2Cl)cc1C(=O)N/N=C(\N)COc1ccccc1
61. CCc1ccc(/C=C/C(=O)C2C(=O)c3ccccc3C2=O)cc1
62. CC(=O)C1=C(O)C(=O)N(CCc2c[nH]c3ccccc23)C1c1ccco1 (stereo unspecified)

Screen / compound no.	57	58	59	60	61	62
hDAT+cocaine	-0.024	1.3	0.4	0.24	0.21	-1
PLK1 inh	-4	-11	-10	2	-8	-29
sEH inhibitor	-3	-8	-5	2	-4	11
HUVEC tox IL1B	0	-48	9	10	17	14
E coli WT exp	-2	-16	-8	-6	8	0
VCAM1 TNFa inh	-14	-20	10	-9	10	-5
HUVEC tox TNFa	-38	-11	-29	2	20	3
cytoskel mod	12	-7	-9	9	-36	13
Plk1 PBD FP	-17	1	-18	9	-6	15

Source: PubChem BioAssay (several laboratories)
